Source: PubChem (several laboratories)
STAT1 activator = increases IFN-gamma driven STAT1 reporter signal; NIH 3T3 STAT1-luciferase reporter, luminescence; 100% = IFN-gamma alone, no compound; activation (% of control), % at 5.5 µM; 2.6% of 200,000 active;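 active = activation above the screen-wide mean activation plus 3 SD, cut at about 130% in these data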;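 also: raw ratio to IFN-gamma control signal so 100% means no change and 0% no light; values of inactives mirror those of a sister screen read the other way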
ROMK primary = modulates human ROMK potassium channel activity; P48048; Tet-inducible ROMK, thallium flux fluorescence; actives lie on both sides; B-score at 10 µM; 2% of 130,000 active; AID 1918;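 active = signal ratio slope over the read window, or its plate-corrected B-score, at least 3 SD from the plate mean, either direction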;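 also: B-score of the F/F0 ratio slope over 7 to 12 s after thallium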
Target sequence (P48048 whole entry, looked up): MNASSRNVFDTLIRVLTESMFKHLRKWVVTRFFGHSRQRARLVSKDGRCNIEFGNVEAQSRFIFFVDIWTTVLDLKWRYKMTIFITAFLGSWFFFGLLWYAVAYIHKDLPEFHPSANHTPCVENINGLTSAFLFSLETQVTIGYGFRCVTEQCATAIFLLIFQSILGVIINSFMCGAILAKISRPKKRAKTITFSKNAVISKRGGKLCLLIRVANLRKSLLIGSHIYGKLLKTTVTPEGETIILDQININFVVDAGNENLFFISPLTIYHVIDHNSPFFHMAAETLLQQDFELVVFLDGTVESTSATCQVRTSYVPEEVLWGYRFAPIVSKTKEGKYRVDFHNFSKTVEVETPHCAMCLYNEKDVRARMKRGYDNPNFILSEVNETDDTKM
STAT1 blocker = STAT1 signaling inhibition; NIH 3T3 STAT1-luciferase reporter, IFN-gamma, luminescence; inhibition, % at 5.5 µM; 0.35% of 200,000 active; AID 920;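 active = inhibition above a set limit, the mean inhibition across all tested compounds plus 3 SD, cut at about 34% in these data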;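 also: 0% = IFN-gamma with DMSO and 100% = IFN-gamma with 300 µM nifuroxazide; values of inactives mirror those of a sister screen read the other way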
FLuc inhib CS = counter-screen for luciferase assay inhibitors: firefly luciferase inhibition; ATPLite firefly luciferase biochemical luminescence, 10 min; 1.5% of 200,000 active; inhibition, % at 10 µM;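 active = inhibition above about 50% when tested at 10 µM, limit read from the data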
Target sequence (P08659 whole entry, looked up): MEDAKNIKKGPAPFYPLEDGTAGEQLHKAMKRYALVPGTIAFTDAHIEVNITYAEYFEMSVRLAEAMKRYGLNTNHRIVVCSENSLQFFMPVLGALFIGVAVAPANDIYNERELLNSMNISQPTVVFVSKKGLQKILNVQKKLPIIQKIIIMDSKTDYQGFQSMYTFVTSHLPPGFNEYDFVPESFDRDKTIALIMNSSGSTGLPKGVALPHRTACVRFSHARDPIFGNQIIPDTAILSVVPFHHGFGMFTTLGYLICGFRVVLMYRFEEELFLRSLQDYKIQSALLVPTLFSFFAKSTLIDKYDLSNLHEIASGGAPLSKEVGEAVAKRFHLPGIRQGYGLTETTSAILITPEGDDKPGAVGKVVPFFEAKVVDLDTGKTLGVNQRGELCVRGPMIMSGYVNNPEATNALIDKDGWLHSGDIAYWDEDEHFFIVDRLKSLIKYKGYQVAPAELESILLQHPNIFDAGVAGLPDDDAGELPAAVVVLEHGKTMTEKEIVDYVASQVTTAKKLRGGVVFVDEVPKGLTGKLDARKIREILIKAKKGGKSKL
STAT3 activator = increases IL-6 driven STAT3 reporter signal; U3A cells, IL-6 STAT3-luciferase reporter, luminescence; 100% = signal with IL-6 EC80 alone; activation (% of control), % at 5.6 µM; 0.91% of 190,000 active;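 active = activation above the screen-wide mean of compound activation plus 3 SD, cut at about 130% in these data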;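 also: 0% = background luminescence of wells with medium and substrate only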
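Material: human U3A cells carrying STAT3-luciferase construct. Measured by: reporter luminescence signal. Timing: compound 1 h, then IL-6 6 h at 37 °C.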
NF-kB expr up = NF-kB expression increase, human neuronal cells | 1.6% of 190,000 active | NF-kB reporter expression; hits give high values | fold change at 12.5 µM; in the data active = fold change above about 3.3
FLuc stim CS = firefly luciferase counter-screen for stimulation assays; ATPlite luciferase biochemical, luminescence, 10 min; 0 = ATP-free wells, 1 = DMSO control; activation factor at 10 µM; P08659; 200,000 tested, under 10 active;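 active = luciferase activation factor, scaled between plate controls, of at least 2 with compound at 10 µM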
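assay system = Luciferase/luciferin detection reagent, cell-free biochemical luciferase assay | also added = ATP substrate | times = 10 min post-reagent at room temperature | measured by = luminescence from luciferase reaction | measure = luciferase activation, seen as luminescence increase over controls | benchmarks = low control with PBS replacing ATP, high control enzyme plus ATP without compound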
STAT3 blocker = STAT3 signaling inhibition; U3A cells, IL-6 STAT3-luciferase reporter, luminescence; host cell line lacks STAT1; inhibition, % at 5.5 µM; 0.89% of 190,000 active; AID 862;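 active = inhibition above the mean inhibition across all screened compounds plus 3 SD, cut at about 44% in these data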;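 also: 0% = DMSO only wells and 100% = 100 µM nifuroxazide control wells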
APP 5UTR inh = APP translation inhibition. SH-SY5Y APP 5'UTR-luciferase reporter, luminescence. inhibition, % at 2 µM. 0.82% of 190,000 active. AID 1285;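 active = inhibition above a set limit, derived from the sample mean plus 3 SD, cut at about 45% in these data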; also: values of inactives mirror those of a sister screen read the other way
APP 5'UTR act = activates APP 5'UTR luciferase reporter | SH-SY5Y APP 5'UTR luciferase reporter, luminescence; zero percent = DMSO vehicle wells | activation, % at 2 µM | 1% of 190,000 active;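 active = activation above a set limit, based on mean plus 3 SD of controls, cut at about 140% in these data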; also: values of inactives mirror those of a sister screen read the other way
The depositor's hits bear a star; · = not tested or not shown.

Order of values: STAT1 activator	ROMK primary	STAT1 blocker	FLuc inhib CS	STAT3 activator	NF-kB expr up	FLuc stim CS	STAT3 blocker	APP 5UTR inh	APP 5'UTR act
(1) O=C1ON=C(c2ccccc2)/C1=C/c1ccc(-c2ccccc2[N+](=O)[O-])o1
 : 99	-1.1	1	-1	100	1.2	1	3	29	-29
(2) Cc1ccc(NC(=O)C(C)N2C(=O)c3ccccc3C2=O)nc1 (configuration not stated)
 : 103	0.36	-4	-7	102	1.1	1.1	-3	-12	12
(3) CCN(C(=O)c1ccc(C(C)(C)C)cc1)c1nnc(Cn2nnc3ccccc32)s1
 : 80	-2.1	22	-3	27	0.55	1	86*	13	-13
(4) O=C1NCCCc2c1oc1ccc(O)cc21
 : 116	·	-18	7	86	1.8	0.9	21	8	-8
(5) Cc1ccc(S(=O)(=O)Nc2nc(C)cc(N/N=C/c3ccc(O)cc3)n2)cc1
 : 96	0.045	5	-9	98	1.2	1.1	1	1	-1
(6) NC(=O)c1cccc(S(=O)(=O)N2CCCCC2)c1
 : 98	0.38	3	-8	97	1	1.1	7	-5	5
(7) COc1ccc(OCC(=O)Nc2cccc3ncccc23)cc1
 : 92	·	8	-1	80	2.4	1	28	-1	1
(8) CC(/C=C/c1ccccc1)=N\NC(=O)CCc1ccccc1
 : 99	-0.42	-1	1	98	1	1	7	-3	3
(9) COc1cccc(Cn2c(NCC(C)C)nc3c2c(=O)n(C)c(=O)n3C)c1
 : 91	0.13	9	-8	105	0.86	1.1	-3	-9	9
(10) CN(C)S(=O)(=O)c1cccc(NC(=O)CN2C(=O)NC(Cc3c[nH]c4ccccc34)C2=O)c1 (configuration not stated)
 : 106	·	-9	-7	105	1.1	1.1	-2	-27	27
(11) COC(=O)c1ccc(OCc2cc(=O)n3ccsc3n2)cc1
 : 115	1.6	-16	20	103	2	0.8	-5	-64	64
(12) CCOC(=O)c1snc(-c2ccc(F)cc2)c1N
 : 118	0.31	-20	6	97	1.8	0.9	7	-29	29
(13) Cc1nc(CCNS(=O)(=O)c2cccs2)cs1
 : 96	·	5	-8	94	0.98	1.1	11	11	-11
(14) Cc1ccc(S(=O)(=O)NNC2CC(=O)N(c3ccc(Br)cc3)C2=O)cc1 (configuration not stated)
 : 98	0.0096	2	-7	103	1.1	1.1	-2	-7	7
(15) CCOC(=O)c1cnc2ccc(C)cc2c1Sc1ccc(F)cc1
 : 112	-0.48	-13	-1	118	1.6	1	-17	-9	9
(16) O=C(Nc1ccc(N2CCCC2)c(Cl)c1)c1ccc(Br)o1
 : 127	·	-29	16	103	1.9	0.8	3	-109	109
(17) CCOC(=O)c1cc(NC(=O)c2cc(C)on2)cc(C(=O)OCC)c1
 : 92	·	8	-5	98	0.89	1	2	8	-8
(18) CCOCCn1c(SCc2ccc(C)cc2)nc2c1c(=O)[nH]c(=O)n2C
 : 100	·	0	-4	109	0.81	1	-1	3	-3
(19) CN(/C=C/C(=C\C=[N+](C)c1ccccc1)OCCCS(=O)(=O)[O-])c1ccccc1
 : 97	-3.1*	2	1	106	1	1	-5	14	-14
(20) COc1ccc(NC(=O)C2CCCN2C(=O)NCc2ccccc2)cc1OC (configuration not stated)
 : 103	·	-4	-6	102	1.2	1.1	1	7	-7
(21) CC1(C)CC(=O)C(C2c3ccccc3Oc3ccccc32)C(=O)C1
 : 104	-0.2	-5	-1	100	1	1	2	0	0
(22) Cc1ccc(CNC(=O)CSCc2ccccc2)cc1
 : 107	-0.081	-10	1	98	1.2	1	5	-5	5
(23) Cc1nnc(SCC(=O)N2CCCCC2)n1CC1CCCO1 (configuration not stated)
 : 99	·	2	-3	103	0.96	1	-2	1	-1
(24) CCn1c(C(C)NC(=O)c2ccc(OC)c(OC)c2)nc2ccccc21 (configuration not stated)
 : 103	1.2	-3	-6	98	1.2	1.1	10	4	-4
(25) Cn1c(SCc2ccccc2F)nnc1-c1cnccn1
 : 137*	·	-40	-1	104	2	1	0	-61	61
(26) COc1ccc(CCNC(=O)CSc2ccc(Br)cc2)cc1OC
 : 96	-2.1	4	-4	101	0.91	1	4	2	-2
(27) COc1ccc2c(c1OC)C(=O)N(c1ccccn1)C2
 : 149*	-0.2	-53	33	95	2.5	0.7	8	-111	111
(28) O=C(OCC(=O)N1CCc2ccccc21)c1ccccc1
 : 124	·	-26	24	100	2.4	0.8	7	13	-13
(29) O=C(COc1ccc([N+](=O)[O-])cc1)Nc1ccc(C(=O)Nc2ccccc2C(=O)O)cc1
 : 96	0.72	3	-2	93	1.2	1	12	0	0
(30) Cn1c(NC(=O)/C=C/c2ccc(Cl)c(Cl)c2)cc(=O)n(C)c1=O
 : 104	·	-5	-1	95	1.1	1	9	-12	11

Overlap with the part before: 2 entries; new compounds follow.
Order of values: STAT1 activator	ROMK primary	STAT1 blocker	FLuc inhib CS	STAT3 activator	NF-kB expr up	FLuc stim CS	STAT3 blocker	APP 5UTR inh	APP 5'UTR act
(29) O=C(COc1ccc([N+](=O)[O-])cc1)Nc1ccc(C(=O)Nc2ccccc2C(=O)O)cc1
 : 96	0.72	3	-2	93	1.2	1	12	0	0
(30) Cn1c(NC(=O)/C=C/c2ccc(Cl)c(Cl)c2)cc(=O)n(C)c1=O
 : 104	·	-5	-1	95	1.1	1	9	-12	11
(31) COC(=O)N/N=C/c1cn(CC(C)COc2ccccc2)c2ccccc12 (configuration not stated)
 : 95	·	6	-4	101	0.61	1	1	-6	6
(32) Clc1ccc(C2=C3CCCCn4c(-c5ccccc5)c[n+](c43)C2)cc1
 : 100	·	-1	-5	103	0.8	1	1	1	-1
(33) O=C(COC(=O)Cc1ccsc1)NC1CCCCCC1
 : 104	·	-5	-3	105	1.3	1	3	2	-2
(34) CC1=CC(C)(C)N(S(=O)(=O)c2ccc(F)cc2)c2ccc(C)cc21
 : 90	0.53	11	-5	98	1.1	1.1	8	10	-10
(35) CS(=O)(=O)N(CC(=O)NCc1ccco1)c1ccc(Cl)cc1Cl
 : 90	0.12	10	-6	105	1.1	1.1	2	42	-42
(36) O=C(Oc1c(Cl)cc(Cl)c2cccnc12)N1CCOCC1
 : 98	-0.014	2	-9	93	0.83	1.1	8	-1	1
(37) c1ccc(COc2ccc(CN3CCN(c4ccccn4)CC3)cc2)cc1
 : 117	·	-18	44	101	2.7	0.6	7	-38	38
(38) Cc1ccc2cc(CCNC(=O)c3ccc4c(c3)OCO4)c(=O)[nH]c2c1C
 : 93	·	8	-7	84	1.1	1.1	27	0	0
(39) CN(C)c1ccc(-c2ccccc2)nn1
 : 127	-0.33	-29	33	98	2.7	0.7	1	-78	78
(40) CC(C)(C)c1ccc(C(=O)NCc2ccc(Cl)cc2)cc1
 : 110	0.31	-11	-5	104	1.3	1	3	1	-1
(41) O=C(Nc1nnc(-c2cccs2)o1)c1cc(-c2ccccc2)nc2ccccc12
 : 96	-1	5	46	106	0.73	0.5	-7	2	-2
(42) CCS(=O)(=O)NCCc1cc2c(OC)ccc(OC)c2[nH]c1=O
 : 89	·	12	-11	104	1.4	1.1	0	7	-7
(43) Cc1cc(C)c[n+](-c2nc3ccccc3nc2[N-]S(=O)(=O)c2cccs2)c1
 : 102	·	-3	-5	104	1.1	1	-10	9	-9
(44) COc1ccc(NC(=O)C2CCCN(S(=O)(=O)c3c(C)n[nH]c3C)C2)cc1OC (configuration not stated)
 : 97	-0.12	2	-1	102	0.96	1	3	-26	26
(45) CCOc1ccc2c(C)c(C(=O)O)oc2c1OCC
 : 96	0.18	4	-10	103	1.7	1.1	1	-3	3
(46) CCOC(=O)N1CCC(NS(=O)(=O)c2ccc3c(c2)OCC(=O)N3)CC1
 : 101	·	-1	-7	103	0.84	1.1	6	-2	2
(47) COc1ccc2c(c1)-c1nc(/N=C/c3ccc(O)c(OC)c3)sc1CC2
 : 104	0.21	-5	-1	98	1.3	1	0	-5	5
(48) Cc1ccc(C(=O)NCc2nnc(SCC(=O)Nc3ccccc3)n2C)cc1
 : 103	-0.27	-3	29	100	1.1	0.7	0	-12	12
(49) CN(c1ccc(C(=O)Nc2cccc([N+](=O)[O-])c2)cc1)S(C)(=O)=O
 : 100	0.6	-1	9	86	1.2	0.9	18	-2	2
(50) O=C(NCCO)c1cc2ccccc2c(=O)s1
 : 111	-0.0069	-13	0	95	0.97	1	6	-3	3
(51) COc1ccc(OCCN2C(=O)c3ccccc3C2=O)cc1
 : 126	·	-30	0	87	1.7	1	18	-8	8
(52) COc1cccc(-c2nc(CS(=O)(=O)CC(=O)N3CCN(C)CC3)c(C)o2)c1
 : 101	·	-1	-7	97	0.96	1.1	9	2	-2
(53) C/C(=N\NC(=O)Cc1cccn1C)c1ccc2ccccc2c1
 : 101	-1.2	-1	-5	102	1	1	5	-15	15
(54) COc1cccc(C2C(C(=O)c3ccco3)=C(O)C(=O)N2CCN(C)C)c1OC (configuration not stated)
 : 99	1	1	-2	106	0.99	1	-8	-12	12
(55) Cc1nc(Nc2nc(=O)c3ccccc3n2C)nc2c(C)cccc12
 : 99	·	1	·	142*	·	·	-40	-16	16

Of the compounds above, these have a thiophene ring, fused or not:
Order of values: STAT1 activator	ROMK primary	STAT1 blocker	FLuc inhib CS	STAT3 activator	NF-kB expr up	FLuc stim CS	STAT3 blocker	APP 5UTR inh	APP 5'UTR act
(13) Cc1nc(CCNS(=O)(=O)c2cccs2)cs1
 : 96	·	5	-8	94	0.98	1.1	11	11	-11
(33) O=C(COC(=O)Cc1ccsc1)NC1CCCCCC1
 : 104	·	-5	-3	105	1.3	1	3	2	-2
(41) O=C(Nc1nnc(-c2cccs2)o1)c1cc(-c2ccccc2)nc2ccccc12
 : 96	-1	5	46	106	0.73	0.5	-7	2	-2
(43) Cc1cc(C)c[n+](-c2nc3ccccc3nc2[N-]S(=O)(=O)c2cccs2)c1
 : 102	·	-3	-5	104	1.1	1	-10	9	-9

Hits appear at their usual frequency; overall some 7.1% were active at least once.
